PMI act: phosphomannose isomerase (human) activation | purified human PMI, coupled resazurin fluorescence, 20 min; hits give high values; 1 = vehicle control, 0 substrate-free wells | hit rate 0.005% among 190,000 | AID 1214 | activation factor at 20 µM | P34949;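 active = activation factor of 2 or more at 20 µM, relative to plate controls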
Target sequence (P34949 whole entry, looked up): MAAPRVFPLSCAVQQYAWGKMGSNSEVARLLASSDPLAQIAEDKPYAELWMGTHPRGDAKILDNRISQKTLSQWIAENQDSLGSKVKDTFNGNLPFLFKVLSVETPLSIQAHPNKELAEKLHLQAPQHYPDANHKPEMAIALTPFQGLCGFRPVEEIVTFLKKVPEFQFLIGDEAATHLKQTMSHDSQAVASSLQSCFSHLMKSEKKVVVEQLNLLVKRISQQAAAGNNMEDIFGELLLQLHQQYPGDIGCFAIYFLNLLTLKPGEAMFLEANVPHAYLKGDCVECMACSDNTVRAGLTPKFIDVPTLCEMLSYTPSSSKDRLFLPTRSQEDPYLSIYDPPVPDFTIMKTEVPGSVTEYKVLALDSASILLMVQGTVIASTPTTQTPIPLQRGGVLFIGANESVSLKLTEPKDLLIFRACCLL
bIAP inhibitor: intestinal alkaline phosphatase (bovine) inhibition | purified bovine IAP, CDP-star luminescence, 30 min | inhibition, % at 20 µM | 190,000 tested, under 10 active;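 active = over 50% inhibition of intestinal alkaline phosphatase at 20 µM in the single-dose screen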
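System: Purified bovine intestinal alkaline phosphatase (IAP) enzyme | Input: IAP diluted 1/65,000,000 in the well | Also added: CDP-star chemiluminescent phosphatase substrate, 30 µM final | Dosing: 20 µM single dose | Times: Enzyme reaction for 30 min at room temperature | Detection: Luminescence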
Lmaj promast: inhibitors of Leishmania major promastigote growth; Leishmania major promastigotes, resazurin fluorescence viability; inhibition, % at 10 µM; hit rate 9% among 200,000; in the data active = inhibition above about 50%;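 note: promastigotes grown with compound for 44 hours at 28 °C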
TNAP inh no acc: blocks human TNAP activity with no phosphate acceptor present; purified TNAP, CDP-star luminescence, 30 min; inhibition, % at 20 µM; hit rate 0.26% among 200,000;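 active = tissue-nonspecific alkaline phosphatase inhibition above about 50% at 20 µM in the single-dose screen, limit read from the data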;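 note: 0% = DMSO negative control and 100% = EDTA positive control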
Target sequence (P05186 whole entry, looked up): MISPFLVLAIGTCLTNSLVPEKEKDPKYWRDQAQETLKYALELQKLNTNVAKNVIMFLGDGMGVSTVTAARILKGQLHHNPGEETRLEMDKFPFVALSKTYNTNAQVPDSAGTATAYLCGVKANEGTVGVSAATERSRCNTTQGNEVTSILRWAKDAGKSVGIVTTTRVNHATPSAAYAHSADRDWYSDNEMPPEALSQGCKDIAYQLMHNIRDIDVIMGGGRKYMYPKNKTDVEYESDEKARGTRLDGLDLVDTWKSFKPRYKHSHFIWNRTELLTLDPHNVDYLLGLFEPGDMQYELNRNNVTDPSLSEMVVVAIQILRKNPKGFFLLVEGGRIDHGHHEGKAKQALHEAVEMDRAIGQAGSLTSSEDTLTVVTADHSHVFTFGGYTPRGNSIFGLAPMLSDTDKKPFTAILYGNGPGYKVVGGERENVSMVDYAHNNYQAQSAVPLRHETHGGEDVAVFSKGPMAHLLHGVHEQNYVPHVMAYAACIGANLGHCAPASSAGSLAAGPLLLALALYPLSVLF
TNAP inh hiacc: blocks human TNAP under high phosphate acceptor concentration | P05186 | purified TNAP, CDP-star luminescence, 1 M DEA | inhibition, % at 20 µM | hit rate 0.03% among 200,000;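 active = over 50% inhibition of tissue-nonspecific alkaline phosphatase at 20 µM in the single-dose screen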;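 note: plate controls were DMSO wells for no effect and EDTA-quenched wells as full inhibition for full effect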
TNAP act hiacc: TNAP (human) activation, high acceptor; P05186; purified TNAP, CDP-star luminescence, 1 M DEA, 30 min; hits give high values; 0 = EDTA background, 1 = DMSO-only activity; activation factor at 20 µM; 200,000 tested, under 10 active;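 active = activation factor at least 2 at 20 µM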
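Test system – human TNAP · Doses – 20 µM single point · Incubation – 30 min, room temperature · Signal – luminescent substrate turnover signal · Read-out basis – activation factor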
PMI act satM6P: PMI (human) activation, high substrate; P34949; coupled PMI enzyme assay, resazurin fluorescence, 20 min; hits give high values; 1 = untreated enzyme, 0 = substrate-free blank; activation factor at 20 µM; hit rate 0.34% among 190,000; AID 1216;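 active = activation factor of 2 or more at 20 µM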
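Test system – human PMI in coupled enzyme assay · Timing – 20 min incubation at room temperature · Detection – Diaphorase-driven resazurin-to-resorufin fluorescence, excitation 544, emission 590 nm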
Diaph act CS: diaphorase activation or chemical reduction counter-screen. AID 1229. activation factor at 20 µM. Diaphorase/resazurin coupled assay, resorufin fluorescence, 16 min; hits give high values; 1 = vehicle wells, 0 = NADH-free wells. hit rate 0.005% among 190,000;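 active = diaphorase activity raised at least twofold by the compound at 20 µM; inactive = activation factor below 2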
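test system = bacterial diaphorase enzyme (C. kluyveri) | quantity = enzyme 0.07 U/mL final | reagent = NADH substrate 0.114 mM plus resazurin dye 0.1 mM, final | incubation = 16 min enzyme reaction, ambient temperature | buffer or medium = HEPES pH 7.4 buffer with MgCl2 and Tween 20 | signal = fluorescence of resorufin, 544 nm excitation, 590 nm emission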
Diaph inh CS: inhibits diaphorase or chemically oxidizes, flagging diaphorase assay artifacts; inhibition, % at 20 µM; hit rate 0.69% among 190,000; diaphorase resazurin-to-resorufin fluorescence, NADH, 16 min; bacterial (C. kluyveri) enzyme, not human; AID 1217;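 active = primary screen inhibition at 20 µM above a set limit, cut at about 50% in these data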;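 note: plate controls were DMSO with full reaction for no effect and wells lacking NADH for full effect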
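material = Clostridium kluyveri diaphorase enzyme | amount = 0.14 U/mL diaphorase, enzyme working solution | schedule = incubation 16 min, room temperature | detection = fluorescence of resorufin formed from resazurin, Ex 544/Em 590 nm | benchmarks = positive control minus NADH, DMSO neutral control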
bIAP activator: increases bovine intestinal alkaline phosphatase activity; purified bovine IAP, CDP-star luminescence, 30 min; hits give high values; fold of DMSO-control signal, blank-subtracted; hit rate 0.17% among 200,000; activation factor at 20 µM;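 active = activation factor of 2 or more at 20 µM, a signal rise over negative controls twice the positive control's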
* marks the source's active call; other numbers are inactive results; nt = not tested or not shown.

SMILES	PMI act	bIAP inhibitor	Lmaj promast	TNAP inh no acc	TNAP inh hiacc	TNAP act hiacc	PMI act satM6P	Diaph act CS	Diaph inh CS	bIAP activator
COc1ccc(C(=O)NC(=S)Nc2ccc3c4c(cccc24)CC3)cc1OC	0.7	10.2	-7.7	-4.8	-4.6	1	0.6	0.7	28.0	0.9
Cc1ccc(-c2csc(NC(=O)CCNC(=O)c3ccccc3Cl)n2)cc1	0.9	21.5	83.7*	-1.7	-2.5	1	0.9	0.8	22.1	0.8
CCCCCOC(=O)Nc1ccc(S(=O)(=O)Nn2cnnc2)cc1	1	-7.9	-3.0	-6.8	-4.0	1	1	0.9	13.4	1.1
CC(=O)N1CCN(c2ccc(NC(=O)c3ccc4c(c3)OCCO4)cc2)CC1	0.9	4.3	0.2	-6.9	-6.8	1.1	0.9	0.8	18.5	1
COc1cc(/C=N/NC(=O)/C(=C\c2ccc([N+](=O)[O-])cc2)NC(=O)c2ccccc2)cc(OC)c1O	0.9	39.9	-5.7	14.8	16.6	0.8	0.9	0.9	10.6	0.6
CCCn1c(SCC(=O)c2cc(C)ccc2C)n[nH]c1=O	1.1	2.5	-3.3	7.2	1.0	1	1.3	0.9	9.2	1
CCOC(=O)c1c(-c2ccc(C)s2)csc1N	0.4	0.7	-0.9	-18.0	-2.9	1	0.3	0.9	5.6	1
Cc1cc(SCNC(=O)c2ccccc2)ncn1	1	8.7	-3.6	-4.2	3.6	1	1.2	0.9	7.1	0.9
Cc1ccc(S(=O)(=O)N2CCN(C(=O)Cc3ccc4c(c3)OCCO4)CC2)cc1C	1	9.4	-4.6	-11.5	3.0	1	1	0.9	6.2	0.9
CCc1ccc2c(c1)C(c1ccncc1)=NNC(c1ccccc1)=N2	1	5.2	55.1*	-7.1	-3.5	1	1	1	2.1	0.9
CCOC(=O)c1ccc(NC(=O)c2cc(=O)[nH]c3ccccc23)cc1	0.9	-6.4	-7.0	-6.0	-0.7	1	0.9	0.9	8.2	1.1
c1ccc(CCNc2ncnc3nc[nH]c23)cc1	0.9	-33.7	0.5	-77.1	2.7	1	0.9	0.9	5.3	1.3
CCC(C)NC(=O)c1nc2c(nnn2Cc2ccccc2Cl)c(=O)[nH]1 (configuration not stated)	1	-5.6	-15.4	-4.5	-3.8	1	1.1	1	3.2	1.1
CO/N=C/c1ccc(Oc2ccc([N+](=O)[O-])cc2[N+](=O)[O-])c(OC)c1	1	10.5	8.0	-4.6	-0.8	1	1	0.9	8.6	0.9
CN(C)CCCN(C(=O)COc1ccccc1)c1nc2c(Cl)cccc2s1	1.2	2.3	1.9	-5.4	0.6	1	1.1	1	-2.5	1
COc1ccc(OC)c(-n2c(-c3ccc(S(C)(=O)=O)cc3)cc(C=O)c2C)c1	1	-5.2	1.4	-15.0	-4.4	1	0.9	1	4.0	1.1
CCC1(C)Cc2c(sc3nnn(CC(=O)Nc4cccc5ccccc45)c(=O)c23)CO1 (configuration not stated)	1	-0.3	5.2	-9.6	-5.0	1.1	0.9	0.9	13.8	1
Cc1cccc(NC(=O)c2cc([N+](=O)[O-])ccc2Cl)c1O	0.9	10.1	10.0	1.4	-1.0	1	0.9	0.8	17.9	0.9
CCc1ccc(-n2cc(-c3ccc(F)cc3)[n+]3c2SCCC3)cc1	1	-14.6	100.5*	-18.5	-6.3	1.1	1	0.9	11.8	1.1
Cc1cc(C)c(Cn2c(=O)n(CCCC(=O)NCc3ccco3)c(=O)c3sccc32)c(C)c1	0.9	2.9	-2.8	-22.4	-6.3	1.1	0.9	0.9	13.0	1
CC(/C=N/NC(=O)c1ccc2nc(C)[nH]c2c1)=C\c1ccccc1	1	-33.2	18.8	-1.8	-2.1	1	0.8	0.9	12.4	1.3
CC(C)N(Cc1ccccc1)C(=O)COC(=O)c1cnccn1	1.3	-5.7	-4.0	-4.8	1.5	1	1.2	1	0.5	1.1
COC(=O)c1ccc(NC(=O)CCNS(=O)(=O)c2cccc3nonc23)cc1	1	24.3	0.5	-4.5	-4.5	1	1.1	1	4.1	0.8
O=C(c1ccccc1)N1CCC(O)(c2ccc3c(c2)OCO3)CC1	1.1	4.3	-3.2	-3.3	-2.7	1	0.9	1	-2.9	1
COc1ccc(S(=O)(=O)Nc2cc(C(C)C)c(O)cc2C)cc1	0.9	8.6	35.8	-0.8	-2.7	1	0.9	1	4.8	0.9
COc1cc(CN(C2CCCCC2)S(=O)(=O)c2ccc(S(=O)(=O)N(C)C3CCCCC3)cc2)cc(OC)c1OC	0.9	-8.1	92.9*	12.6	3.1	1	1	0.8	17.7	1.1
COc1ccccc1NC(=O)CS(=O)(=O)c1cccc2nsnc12	1	13.2	-3.5	-12.4	-10.6	1.1	0.9	0.9	14.3	0.9
Cc1cccc(-n2c(Cc3ccccc3)nnc2SCC(=O)N2CCOCC2)c1	1.1	2.2	-3.9	-19.4	-2.4	1	1.1	1.1	-6.2	1
O=C(Cc1cn(Cc2cccc(Cl)c2)c2ccccc12)N1CCCCCC1	0.9	nt	98.8*	-20.4	-5.4	1.1	1	0.8	17.2	0.5
COc1ccccc1N1CCN(/N=C/c2cccc(OC)c2OC)CC1	1	-11.8	2.6	-1.1	-6.1	1.1	1	1	3.3	1.1
Oc1oc(C=Nc2ccc(F)cc2F)c2ccccc12	1.8	-6.1	-3.3	-14.5	-4.7	1	2.3*	1	-4.2	1.1
Cc1cc(Br)c(Cl)cc1NC(=O)CN1C(=O)C2C3CC(c4ccccc4)C(C3)C2C1=O (configuration not stated)	1	8.1	84.0*	-5.5	-4.7	1	0.9	0.9	9.3	0.9
CCOC(=O)c1c(C)c(C(=O)Nc2ccc(F)cc2)c(C)n1C	1	5.0	0.4	-10.8	-3.5	1	0.9	1	4.0	0.9
COC(=O)c1ccccc1NS(=O)(=O)c1ccc(O)c(C(=O)O)c1	1	2.1	-8.1	-2.1	-6.9	1.1	0.9	1	-1.1	1
COc1ccc(/C=C(\C#N)C(=O)N2CCOCC2)cc1Br	0.9	4.2	-0.8	-5.0	-2.3	1	0.9	0.8	16.0	1
Cc1cc(C(=O)O)ccc1-n1c(C)cc(/C=C(/C#N)C(=O)Nc2ccccc2)c1C	1	-17.1	-9.5	-0.4	2.8	1	1	0.9	8.1	1.2
CC(C)c1ccc(NC(=S)N2CCN(Cc3ccccc3)CC2)cc1	0.9	-7.5	86.2*	-6.0	1.0	1	0.9	0.9	12.1	1.1
Cn1c(N)c(C(=O)COC(=O)Cc2ccsc2)c(=O)n(C)c1=O	1.1	-1.4	16.7	-4.5	-7.3	1.1	1.1	1.1	-12.6	1
O=C(Nc1c(C(=O)N2CCOCC2)cnn1-c1ccccc1)c1ccccc1	1	2.8	-6.1	-10.7	-2.6	1	1.1	1	-1.7	1
Cn1c(SCc2nc(-c3ccc(Cl)cc3)no2)nnc1-c1cccs1	1	2.0	3.1	-8.3	-4.4	1	1.1	1	-2.2	1

Random excerpt: 2 compounds from above.
SMILES	PMI act	bIAP inhibitor	Lmaj promast	TNAP inh no acc	TNAP inh hiacc	TNAP act hiacc	PMI act satM6P	Diaph act CS	Diaph inh CS	bIAP activator
O=C(Nc1c(C(=O)N2CCOCC2)cnn1-c1ccccc1)c1ccccc1	1	2.8	-6.1	-10.7	-2.6	1	1.1	1	-1.7	1
COc1cc(CN(C2CCCCC2)S(=O)(=O)c2ccc(S(=O)(=O)N(C)C3CCCCC3)cc2)cc(OC)c1OC	0.9	-8.1	92.9*	12.6	3.1	1	1	0.8	17.7	1.1

Continued:
SMILES	PMI act	bIAP inhibitor	Lmaj promast	TNAP inh no acc	TNAP inh hiacc	TNAP act hiacc	PMI act satM6P	Diaph act CS	Diaph inh CS	bIAP activator
O=C(O)C(Cc1c[nH]c2ccccc12)N1C(=O)C2C3c4ccccc4C(c4ccccc43)C2C1=O (configuration not stated)	0.9	-0.9	4.9	-4.5	-5.8	1.1	0.9	0.8	24.7	1
O=C(CCCOc1ccc(Cl)cc1Cl)NCC1CCCO1 (configuration not stated)	1	20.4	-3.9	-14.9	-6.0	1.1	1	0.9	9.1	0.8
C/C(=C/C(=O)Nc1cccc(F)c1)N1CCCC1	1	-0.7	1.8	0.0	1.1	1	1	0.9	8.8	1
COCCN1C(=O)C(=O)/C(=C(/O)c2ccc3c(c2)OCCO3)C1c1ccc(C(=O)OC)cc1 (configuration not stated)	1.1	5.5	-2.8	-9.6	-7.1	1.1	1	0.9	13.5	0.9
Cc1cc(C(=O)N/N=C2\CCCC(=O)C2)c(C)n1-c1ccccc1	1	-4.2	-7.3	-15.6	-4.9	1	1	0.9	7.2	1
CSCCC(NC=C1C(=O)OC(C)(C)OC1=O)C(=O)O (configuration not stated)	0.9	1.1	-4.9	-2.4	2.5	1	1	0.9	7.6	1
CCOc1ccc(C2c3c(oc4ccccc4c3=O)C(=O)N2CCCN2CCOCC2)cc1 (configuration not stated)	0.8	-7.1	-2.1	-0.4	7.6	0.9	0.9	0.9	9.2	1.1
CCOC(=O)C1=C(C)N=c2s/c(=C\c3cccn3C)c(=O)n2C1c1cccc(OC)c1OC (configuration not stated)	0.8	20.6	32.1	14.8	17.8	0.8	0.8	0.8	21.9	0.8
O=C(/C=C/c1ccccc1)NC(=S)NNC(=O)Cc1cccs1	1.3	11.9	23.4	-1.5	-0.6	1	1.2	1.1	-14.3	0.9
COC(=O)c1ccc(COC(=O)c2ccc(CO)cc2)o1	1	2.9	65.3*	-13.4	-8.0	1.1	1	1	-2.1	1
O=C(NC(=O)c1ccccc1)OCCN1C(=O)c2ccccc2C1=O	1.1	-10.0	-3.8	1.0	-4.9	1	0.9	1	-3.6	1.1
O=C1c2ccccc2C(=O)N1c1ccc(Cl)cc1	0.8	5.0	-3.2	-10.0	-7.3	1.1	0.9	0.9	10.5	0.9
COc1ccc2cnnc(SCC(=O)Nc3ccc(C(=O)O)cc3)c2c1OC	1	nt	-9.5	-5.5	1.6	1	1	0.9	11.3	0.4
Cc1ccc(N/C=C/C(=O)c2cccs2)cc1C	0.9	-2.0	0.7	-7.2	1.6	1	0.8	0.8	16.0	1

Whole records from above:
Results for `COC(=O)c1ccc(COC(=O)c2ccc(CO)cc2)o1` → PMI act = 1; bIAP inhibitor = 2.9; Lmaj promast = 65.3*; TNAP inh no acc = -13.4; TNAP inh hiacc = -8.0; TNAP act hiacc = 1.1; PMI act satM6P = 1; Diaph act CS = 1; Diaph inh CS = -2.1; bIAP activator = 1
Results for `CCOc1ccc(C2c3c(oc4ccccc4c3=O)C(=O)N2CCCN2CCOCC2)cc1` (configuration not stated) → PMI act = 0.8; bIAP inhibitor = -7.1; Lmaj promast = -2.1; TNAP inh no acc = -0.4; TNAP inh hiacc = 7.6; TNAP act hiacc = 0.9; PMI act satM6P = 0.9; Diaph act CS = 0.9; Diaph inh CS = 9.2; bIAP activator = 1.1

Source: PubChem BioAssay
